# iPSC survival up = enhancers of single-cell hiPSC survival, primary screen, ATPlite luminescence. 100% = ROCK inhibitor wells, 0% = DMSO. survival enhancement, % at 20 µM. actives 0.044% (n = 360,000). AID 602274, 2012; in the data active means survival enhancement above about 18%;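 further: cells exposed to compounds for 16 hours before the ATP read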
# aDG glyco act = activators of alpha-DG glycosylation, primary screen, uHTS, Pro5-aDG cells, AlphaScreen | alpha-DG glycosylation AlphaScreen (IIH6); 0% Pro5, 100% B10-LARGE cell signal | activation, % at 10 µM | actives 0.22% (n = 360,000) | AID 624168, 2012;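 active means activation of at least 8% versus controls, or a plate z-score of at least 8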;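 further: Pro5 are CHO cells carrying HIG-tagged alpha-DG that lacks glycosylation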
# TWEAK Fn14 block = inhibitors of TWEAK-Fn14 signaling, primary screen, luciferase reporter cells, uHTS | AID 1159606, 2016 | inhibition, % at 10 µM | actives 2% (n = 360,000) | TWEAK-stimulated Fn14 reporter cells, luciferase luminescence, 8 h; in the data active means inhibition above about 50%
# MITF TRPM1 inh = inhibitors of MITF-dependent TRPM1 promoter reporter, primary screen, cell-based, SK-MEL-5, single point, luciferase; SK-MEL-5 TRPM1 promoter luciferase, 24 h; inhibition, % at 12.5 µM; actives 0.83% (n = 330,000); AID 488899, 2010;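 active means mean inhibition across replicates of 60% or more, whatever share of single replicates reaches that level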; further: values of inactives mirror those of a sister screen read the other way
# HIF-2a inh = HIF-2a reporter inhibitors, primary screen, luminescence, 786-0 RCC cells | 786-0 RCC cells HIF-2a reporter, luciferase luminescence, overnight | inhibition, % at 18.8 µM | actives 0.72% (n = 360,000) | AID 624352, 2012;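 active means inhibition of the luminescence signal of 40% or more relative to plate controls, in a single-dose primary screen at 18.75 µM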
# KKLEB tox = cytotoxicity in KKLEB CF airway cells, primary screen, cytotoxicity control for CF NF-kB inhibitor project, cell-based, uHTS, fluorescence assay plates. KKLEB CF airway cells viability, ATPlite luminescence, overnight; active compounds read low; cells stimulated with P. aeruginosa culture filtrate. activity change (cytotoxicity), % at 5 µM. actives 0.36% (n = 360,000). AID 602141, 2011;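 active means corrected activity change at or below -50% at 5 µM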
# NR2E3 ag-1 = NR2E3 agonists in two-hybrid cells, primary screen, cell-based, luminescence, CHO-S, Gal4-NCOR/VP16-NR2E3. Photoreceptor-specific nuclear receptor (Homo sapiens), Q9Y5X4. luciferase. inhibition of corepressor binding, % at 3.98 µM. actives 0.35% (n = 360,000). AID 602229, 2012;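 active means inhibition above the mean of all tested compounds plus 3 SD, cut at about 70% in these data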;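 further: 0% = DMSO with NR2E3 transfected cells and 100% = cells lacking NR2E3 construct; higher means lower luciferase signal from less NR2E3 corepressor binding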
# Target sequence (Q9Y5X4 whole entry, looked up, the tested form may be a part): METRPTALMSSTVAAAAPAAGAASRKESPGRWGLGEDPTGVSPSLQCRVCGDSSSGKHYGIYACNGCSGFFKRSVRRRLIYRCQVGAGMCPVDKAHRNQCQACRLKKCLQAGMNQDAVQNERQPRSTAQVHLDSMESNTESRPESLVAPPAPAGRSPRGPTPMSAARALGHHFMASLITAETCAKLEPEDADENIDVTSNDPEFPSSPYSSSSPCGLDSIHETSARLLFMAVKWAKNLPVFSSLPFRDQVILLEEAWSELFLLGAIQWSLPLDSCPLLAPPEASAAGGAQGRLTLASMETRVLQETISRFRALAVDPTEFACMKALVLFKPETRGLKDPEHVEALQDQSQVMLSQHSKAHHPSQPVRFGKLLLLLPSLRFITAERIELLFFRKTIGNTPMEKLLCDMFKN
# CF NFkB inh = inhibitors of PAF-induced NF-kB signaling, primary screen, cell-based, GFP fluorescence, uHTS | KKLEB NF-kB-GFP reporter, GFP fluorescence overnight | inhibition, % at 5 µM | actives 0.86% (n = 360,000) | AID 588850, 2011;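 active means at least 50% inhibition at 5 µM, scaled per plate between neutral and stimulator controls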;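 further: PAF is a Pseudomonas aeruginosa culture filtrate used as stimulus; plate controls were PAF-stimulated DMSO wells for no effect and unstimulated DMSO wells for full effect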
# NR2E3 ag-2 = inhibitors of NR2E3-RetCOR corepressor binding, primary screen, NR2E3 agonist project, biochemical, TR-FRET, GST-NR2E3, biotin-RetCOR; Photoreceptor-specific nuclear receptor (Homo sapiens), Q9Y5X4; 1536-well; inhibition of corepressor binding, % at 4.78 µM; actives 0.12% (n = 320,000); AID 2300, 2010;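 active means percent inhibition above the cutoff of mean plus 3 SD of all tested compounds, set per screening campaign, cut at about 20% in these data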;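 further: 0% = DMSO wells and 100% = biotin wells as full block of FRET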
#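 Test system – NR2E3–RetCOR corepressor complex · Quantity – NR2E3 fusion 1.35 nM · Buffer or medium – Tris pH 7.5 · Incubation – Compound–protein incubation for 5 h at 4 °C · Technique – TR-FRET, Eu(K)-anti-GST donor, streptavidin-D2 acceptor, ex 340, em 617/671 nm · Evaluation – percent inhibition of 671/617 nm emission ratio versus biotin and DMSO controls · Plate – 1536-well format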
# Peg3 prom inh = Peg3 promoter-driven luciferase inhibitors, primary screen, cell-based, HeLa, luciferase luminescence; inhibition, % at 20 µM; HeLa PEG-Prom luciferase reporter, overnight; actives 1.7% (n = 360,000);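 active means inhibition of at least 50% at 20 µM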
# Shn3 inh set2 = reduction of Shn3 3'UTR firefly luciferase signal, primary screen, Schnurri-3 inhibitor project, cell-based, Clone20 osteoblasts, set 2; Clone20 osteoblast Shn3 3'UTR firefly luciferase, 24 h; inhibition, % at 12.5 µM; actives 0.52% (n = 360,000); AID 588674, 2011;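 active means mean inhibition of at least 75% with every replicate also reaching 75%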;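 further: 0% = median of neutral control wells and 100% = pilot-screen positive control compound; some compounds past the cut are filed as inactive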
# * marks the source's active call; other numbers are inactive results; x = no result given.
smiles	iPSC survival up	aDG glyco act	TWEAK Fn14 block	MITF TRPM1 inh	HIF-2a inh	KKLEB tox	NR2E3 ag-1	CF NFkB inh	NR2E3 ag-2	Peg3 prom inh	Shn3 inh set2
COc1ccccc1NC(=O)Nc1ccnn1C1CCN(C(=O)c2ccccn2)CC1	-0.4	0.2	-1	7	6	10	-6	-13	-1	-3	-2
CCCn1cnc2c(c1=O)c1nc3ccccc3nc1n2CCc1ccccc1	-0.2	-0.1	1	-13	-27	16	-21	-16	5	30	8
CCOC(=O)c1c(C)c(C(=O)NCc2ccccn2)c(C)n1CC	0.0	0.0	-10	-1	-8	4	-30	-12	3	7	-4
CCN(CC(=O)N1CCN(Cc2ccccc2)CC1)S(=O)(=O)c1ccccc1	-0.2	0.0	3	10	8	0	7	17	5	30	-72
COc1ccc(-n2c(C)nn(C)c2=O)c(OC)c1	-2.1	0.0	-6	-3	21	-2	-4	8	0	4	-1
NC(=O)NCCCC(=O)OCC(=O)c1ccc2ccccc2c1	-0.4	0.1	-2	-6	11	-2	-12	-1	7	7	-11
COc1ccc(C2SCCN2C(=O)c2ccc([N+](=O)[O-])cc2)cc1 (centres undefined)	1.1	-0.2	-15	-6	3	15	-15	-14	1	21	2
COc1ccc(CNC(=O)CSc2nc3ccc(N)cc3s2)cc1	1.2	-0.2	23	12	-10	-3	-9	7	-1	0	2
Cc1c2c(nc3ccccc13)CC(C)(C)CC2=O	-0.1	-0.1	30	8	4	-2	-27	-3	3	4	5
O=C1COc2ccc(C(=O)COC(=O)c3ccccn3)cc2N1	-0.3	-0.3	-93	-7	3	3	-3	14	1	-13	5
CC(=O)N1CCN(CC(=O)Nc2ccccc2Sc2ccccc2)CC1	0.1	0.5	11	4	20	-4	21	12	-3	16	-10
CC(C)C(=O)N=C1SC2CS(=O)(=O)CC2N1Cc1ccc(Cl)cc1 (centres undefined)	0.0	0.2	-3	-6	23	4	2	-1	5	15	4
O=C(COc1ccc(F)cc1)N1CCCCCCC1	0.5	0.0	3	-4	9	-4	-23	7	6	-2	-12
C=CCn1c(SCC(=O)Nc2c(C)cccc2C)nnc1-c1cnccn1	1.0	-0.4	3	-1	0	-5	-7	-2	-1	3	-10
O=C(CCCCn1ccc(=O)[nH]c1=O)Nc1ccc(O)c(C(=O)O)c1	-1.3	0.0	4	-1	8	6	7	14	x	-4	-16
O=C(N/N=C/c1cccnc1)c1cc(C2CC2)nc2ccccc12	-0.6	-0.2	17	15	18	-1	-21	-7	0	14	-2
CCCNC(=O)COC(=O)c1ccc(S(=O)(=O)N2CCCCCC2)cc1	-0.1	-0.1	3	2	12	0	-10	1	2	15	17
O=C(Nc1ccc(N2CCOCC2)cc1)c1c(F)cccc1Cl	-0.2	0.2	-1	-4	-36	3	-15	0	2	-39	-34
Cc1cc(C(=O)CSc2n[nH]c(-c3ccccc3F)n2)c(C)n1Cc1cccs1	3.3	0.3	6	-12	-106	3	-20	10	-1	-33	x
CC(C)(C)C(=O)N(Cc1ccccc1)c1ccccn1	-0.7	0.8	-9	-12	8	-4	-5	0	1	-3	-27

# One compound at a time, as listed above. Screens in order: iPSC survival up	aDG glyco act	TWEAK Fn14 block	MITF TRPM1 inh	HIF-2a inh	KKLEB tox	NR2E3 ag-1	CF NFkB inh	NR2E3 ag-2	Peg3 prom inh	Shn3 inh set2
# CC(C)(C)C(=O)N(Cc1ccccc1)c1ccccn1 as listed: -0.7	0.8	-9	-12	8	-4	-5	0	1	-3	-27
# Cc1cc(C(=O)CSc2n[nH]c(-c3ccccc3F)n2)c(C)n1Cc1cccs1 as listed: 3.3	0.3	6	-12	-106	3	-20	10	-1	-33	x
# CC(C)C(=O)N=C1SC2CS(=O)(=O)CC2N1Cc1ccc(Cl)cc1 (centres undefined) as listed: 0.0	0.2	-3	-6	23	4	2	-1	5	15	4

# Further structures:
smiles	iPSC survival up	aDG glyco act	TWEAK Fn14 block	MITF TRPM1 inh	HIF-2a inh	KKLEB tox	NR2E3 ag-1	CF NFkB inh	NR2E3 ag-2	Peg3 prom inh	Shn3 inh set2
Cc1ccc(CN2CCN(Cc3cnc(C)s3)CC2CCO)o1 (centres undefined)	2.6	0.2	11	4	16	-2	14	-22	6	6	0
O=C(COc1ccc(/C=N/NC(=O)c2cccnc2)cc1)Nc1ccccc1	0.4	0.0	-10	-11	-25	-4	12	-16	0	-103	-2
C[C@@H](C(=O)NCc1ccc(S(C)(=O)=O)cc1)[C@@H]1C[C@@]1(C)[C@@H](NC(=O)OCc1ccccc1)c1ccccc1	2.0	-0.1	-6	0	5	-1	-15	-8	0	14	62
CCOC(=O)N1CCC(=NNc2ccc(S(=O)(=O)N3CCOCC3)cc2[N+](=O)[O-])CC1	3.3	0.3	-8	9	20	6	-3	16	-4	12	15
Cc1cccc(N2CCN(S(=O)(=O)c3c(C)[nH]c(=O)[nH]c3=O)CC2)c1C	-1.9	0.2	37	-3	-6	2	-8	-3	4	8	-1
COc1cc(/C=C/C(=O)OCC(=O)Nc2ccc3[nH]c(=O)[nH]c3c2)ccc1OC(F)F	-0.6	0.1	-28	x	4	2	-49	5	x	2	-13
Cc1nn(CC(=O)N2CCN(c3ccc(Cl)cc3)CC2)c(=O)c2cccn12	4.6	0.1	5	-5	-6	-1	-27	-12	1	10	-5
Cn1ccnc1C(=O)c1ccc(NN)c([N+](=O)[O-])c1	-1.4	-0.2	-23	2	-7	-22	1	2	3	-17	70
CCOc1ccccc1N(C)C(=O)Cn1ncc2c([nH]c3ccccc32)c1=O	-0.3	-0.1	21	-5	7	-6	-9	8	2	23	2
COC(=O)[C@]12CCCCC=C1N(Cc1ccccc1)C(=O)[C@H](CC(=O)NCc1ccccc1)C2	0.4	-0.2	17	x	-3	x	-8	x	x	x	x
OCCCn1c(C2CCCN2c2nc(-c3ccc(F)cc3)cs2)nc2cc(Cl)c(N3CCCCC3)cc21 (centres undefined)	4.9	-0.2	17	18	13	0	23	11	-1	56*	21
OC[C@@H]1CN(Cc2ccccc2)C[C@H](n2cnc3c(NC4CC4)ncnc32)O1	4.2	0.0	-5	x	10	1	17	-20	x	2	-13
O=C(Oc1cc(=O)oc2c1c(=O)n1c3c(cccc23)CC1)c1ccc(F)cc1	-0.8	0.1	-5	x	20	-4	6	-13	3	13	-14
COc1cccc(-n2c(Cc3cc(=O)[nH]c(=O)[nH]3)nnc2SCc2cccc(C(F)(F)F)c2)c1	1.0	-0.3	3	-6	20	-15	-15	3	3	14	25
O=C(CNC(=O)c1cccc(F)c1)N/N=C/c1ccc(O)c([N+](=O)[O-])c1	0.5	0.3	-1	-3	10	5	-18	18	0	19	19
COC(=O)c1ccc(NC(=O)COc2ccc(S(=O)(=O)NC(C)(C)C)cc2)cc1	0.5	0.1	9	2	2	-3	-3	4	0	0	-63
O[C@H]1COC2C1OC[C@@H]2O (some centres undefined)	1.5	0.1	-6	-5	-1	34	3	6	5	10	-6
COc1cccc(CN(C)C(=O)c2[nH]c(C)c(C(C)=O)c2C)c1OC	-0.8	0.4	-17	6	-1	-3	41	3	0	-8	69
O=c1oc2cc(OCc3ccc(C(F)(F)F)cc3)ccc2cc1-c1ccccn1	9.5	0.2	6	-3	1	-8	-19	10	-4	18	-17
CC(=O)c1ccc(-c2ccc([C@H]3[C@H]4C=CC[C@@H](C)[C@@H]4C(=O)N3Cc3ccccc3)c(F)c2)cc1	-1.4	1.5	6	-4	25	14	-23	36	0	11	16
Cc1cc(C)n(C(=O)CNC(=O)c2ccco2)n1	-0.2	-0.2	8	10	2	15	4	-21	2	14	-11
CC(NC(=O)c1ccccc1Cl)C1CC2CCC1C2 (centres undefined)	-0.1	0.2	-4	-17	-14	3	-36	-1	2	-38	-8
CCc1cc(C(=O)Nc2cc(Cl)ccc2N2CCN(C)CC2)sc1C	-0.3	2.8	-43	-1	-19	-13	1	12	-2	4	13
NC(=O)C1CCCN(C(=O)CCc2nnc(C3(c4ccc(Cl)cc4)CCC3)o2)C1 (centres undefined)	-0.5	0.2	1	-15	-1	-14	-13	4	0	-7	-2
CCN(CC)C(=O)C(C(=O)c1cccc([N+](=O)[O-])c1)n1cc(Cl)ccc1=O (centres undefined)	-0.6	-0.3	21	3	9	14	0	0	2	3	2
COc1ccccc1-c1csc(C(O)(c2ccccc2)C(F)(F)F)n1 (centres undefined)	0.9	-0.2	28	x	5	-10	-33	4	x	24	-11
CCC(C)NC(=O)C1CCCN(S(=O)(=O)c2ccc3c(c2)CC(C)N3C(C)=O)C1 (centres undefined)	-1.6	0.1	-1	2	-64	26	-11	-3	4	10	11
COc1ccccc1-n1nnnc1SCC(=O)NCC1CCCO1 (centres undefined)	1.3	0.0	-8	-9	1	0	-20	-16	0	13	2
COc1ccc(C(=O)NCC(=O)OCC(=O)NCCC2=CCCCC2)cc1	5.4	-0.5	-2	-8	15	10	12	-5	3	5	-6
Cc1cc(C(=O)OC(C)C(=O)N2CCc3ccccc32)ccc1[N+](=O)[O-] (centres undefined)	0.6	-0.3	-12	10	-14	10	20	-39	0	-19	-5
O=C(CC1C(=O)NCCN1C(=O)c1ccccc1)Nc1cc(Cl)ccc1Cl (centres undefined)	0.2	0.1	2	-8	6	14	18	-24	1	-3	8
Cn1c(=O)c2c(nc(N/N=C/c3cccnc3)n2Cc2ccccc2)n(C)c1=O	0.3	0.1	24	-10	29	26	-6	-4	4	18	32
CC(C)C[C@@H](CNCC(=O)[C@H](Cc1c[nH]c2ccccc12)NC(=O)c1[nH]cnc1C(=O)N[C@@H](C)CN)NC(=O)c1nc[nH]c1C(=O)N[C@@H](Cc1ccccc1)C(=O)O	1.0	-0.4	12	6	8	-2	-25	12	x	-9	-7
Cc1cc(S(=O)(=O)Nc2noc3ccccc23)ccc1F	0.0	0.1	21	-4	9	0	-25	-26	0	-62	-2
CCCOc1cccc(C(=O)Nc2cccc(NC(=O)c3ccco3)c2)c1	7.8	0.6	4	11	-49	9	19	11	0	-9	21
